tim23-1 inh: growth inhibitors of tim23-1 mutant yeast, primary screen, luminescence, uHTS. 330,000 compounds, 1.3% hits. S. cerevisiae tim23-1 growth, BacTiter-Glo luminescence, 24 h. inhibition, % at 20 µM. AID 463212, 2010;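 active = growth inhibition of the mutant yeast at or above 50%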;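 note: temperature-sensitive mutant grown at 25 °C; plate controls were DMSO-treated mutant yeast for no effect and medium wells lacking yeast for full effect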
TIM10 inh: growth inhibitors of isogenic TIM10 control yeast, primary screen, counter-screen for tim10-1 yeast inhibitor project, luminescence, uHTS; S. cerevisiae TIM10 strain growth, BacTiter-Glo luminescence, 24 h; 330,000 compounds, 1.4% hits; AID 463195, 2010; inhibition, % at 10 µM;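 active = inhibition of 40% or more at the single tested concentration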;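 note: wild-type TIM10 isogenic control strain grown at permissive 25 °C; 0% = DMSO yeast wells and 100% = minimal medium wells without yeast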
UPR XBP1 act: activators of adaptive XBP1 UPR arm, primary screen, cell-based, CHO-XBP1 luciferase reporter, luminescence, uHTS. IRE1-XBP1 UPR activation; percent of tunicamycin response, DMSO as zero. activation, % at 20 µM. 330,000 compounds, 0.33% hits. AID 463104, 2010;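 active = versus positive control, 20 µM dose yields 30% or more activation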;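 note: 100% = tunicamycin at 10 µg/mL and 0% = DMSO only wells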
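Material: CHO cell line with stable XBP1 luciferase reporter; buffer or medium: F12 medium containing 10% fetal bovine serum; compound: single point, 20 µM final compound, 1% DMSO; incubation: 6 h treatment, 37 °C; measured by: glow luminescence from Steady-Glo reagent; evaluation: activation, % of tunicamycin; control set: tunicamycin high, DMSO low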
GRIN3A LBD mod: binders of NR3A ligand-binding domain, primary screen, biophysical, differential scanning fluorimetry, uHTS; Tm shift relative to glycine control, % at 25 µM; Glutamate receptor ionotropic, NMDA 3A (GRIN3A) ligand-binding domain; AID 1259313, 2017; NR3A LBD differential scanning fluorimetry, Tm shift; 0% = protein alone, 100% = glycine-bound protein; 340,000 compounds, 2.5% hits;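 active = melting temperature shift of at least 10% of the positive control shift, at one fixed dose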
NALP3 yeast inh: NALP3 inflammasome inhibitors in reconstituted yeast, primary screen, luminescence, uHTS. Yeast reconstituted NLRP3/ASC/caspase-1, beta-gal luminescence, 24 h. inhibition, % at 10 µM. 330,000 compounds, 0.39% hits. AID 2825, 2010;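 active = inhibition of 50% or more; inactive = inhibition below 50%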;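 note: plate controls were induced DMSO wells for no effect and uninduced yeast grown without galactose for full effect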
Mdm2-MdmX inh: inhibitors of human Mdm2-MdmX association, primary screen, cell-based, luminescence, split luciferase, SaOS-2, uHTS. Protein Mdm4 (Homo sapiens) + E3 ubiquitin-protein ligase Mdm2 (Homo sapiens), …. SaOS-2 split-luciferase Mdm2/MdmX complementation. inhibition, % at 8 µM. 330,000 compounds, 3% hits;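 active = inhibition of at least 50% at 8 µM in the primary screen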
Target sequence (O15151 whole entry, looked up): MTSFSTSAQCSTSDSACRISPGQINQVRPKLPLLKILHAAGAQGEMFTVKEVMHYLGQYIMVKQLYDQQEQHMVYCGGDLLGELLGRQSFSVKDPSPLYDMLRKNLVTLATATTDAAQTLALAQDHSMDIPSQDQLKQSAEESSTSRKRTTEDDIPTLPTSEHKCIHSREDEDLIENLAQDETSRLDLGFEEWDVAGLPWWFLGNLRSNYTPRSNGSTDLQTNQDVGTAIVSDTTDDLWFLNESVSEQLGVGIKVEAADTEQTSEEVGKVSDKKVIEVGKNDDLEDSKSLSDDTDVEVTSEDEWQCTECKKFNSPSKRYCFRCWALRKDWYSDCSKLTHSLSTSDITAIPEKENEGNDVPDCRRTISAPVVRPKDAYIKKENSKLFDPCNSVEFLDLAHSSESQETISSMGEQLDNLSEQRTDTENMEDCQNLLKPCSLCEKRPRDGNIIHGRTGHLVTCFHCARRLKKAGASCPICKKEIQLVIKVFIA
Target sequence (Q00987 whole entry, looked up): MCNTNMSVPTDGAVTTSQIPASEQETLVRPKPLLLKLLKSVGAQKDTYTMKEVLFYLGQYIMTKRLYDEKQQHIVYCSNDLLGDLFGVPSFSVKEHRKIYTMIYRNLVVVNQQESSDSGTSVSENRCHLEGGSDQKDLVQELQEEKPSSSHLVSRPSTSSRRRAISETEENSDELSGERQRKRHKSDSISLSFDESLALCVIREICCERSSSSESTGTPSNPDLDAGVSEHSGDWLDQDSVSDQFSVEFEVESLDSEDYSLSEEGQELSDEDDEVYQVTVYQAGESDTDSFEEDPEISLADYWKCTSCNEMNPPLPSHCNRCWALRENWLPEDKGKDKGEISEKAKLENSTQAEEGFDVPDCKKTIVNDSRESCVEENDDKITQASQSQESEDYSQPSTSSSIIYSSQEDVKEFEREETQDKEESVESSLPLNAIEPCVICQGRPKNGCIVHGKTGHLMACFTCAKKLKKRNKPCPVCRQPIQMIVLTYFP
UPR CHOP act: activators of apoptotic CHOP UPR arm, primary screen, cell-based, CHO-CHOP luciferase reporter, luminescence, uHTS; UPR activation; percent of tunicamycin response over DMSO baseline; activation, % at 10 µM; 330,000 compounds, 0.34% hits; AID 449763, 2010;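 active = at 10 µM dose, activation of 40% or more, normalized to positive control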;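 note: 100% = tunicamycin at 10 µg/mL and 0% = DMSO alone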
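System: CHO-CHOP luciferase reporter cell line; amount: 500 cells/well; buffer or medium: F12 medium containing 10% fetal bovine serum; incubation: 6 h compound exposure at 37 °C after overnight seeding; measured by: luciferase luminescence after 10 min with Steady-Glo reagent; evaluation: % reporter activation, DMSO baseline versus tunicamycin full activation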
tim10-1 inh: growth inhibitors of tim10-1 mutant yeast, primary screen, luminescence, uHTS; 330,000 compounds, 2.2% hits; inhibition, % at 20 µM; S. cerevisiae tim10-1 ts strain growth, BacTiter-Glo, 24 h;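 active = inhibition of at least 40%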;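 note: mutant grown at 25 °C; 0% = DMSO wells with yeast and 100% = wells holding no yeast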
APJ agonist: agonists of human apelin receptor APJ, primary screen, CHO-K1 cells, PathHunter beta-arrestin, luminescence; AID 2520, 2010; 330,000 compounds, 0.11% hits; 0% DMSO wells, 100% apelin; activation, % at 20 µM;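 active = activation more than six SD over the plate average, tested at 20 µM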;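 note: 0% = DMSO alone and 100% = apelin-13 at 10 nM; some results filed as inactive read as strong as hits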
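Assay system: engineered CHO-K1 APJ arrestin reporter cells; Amount: 1000 CHO-K1 reporter cells seeded per well; Dosing: one dose, 20 µM compound, 1% DMSO; Times: compound stimulation 90 min at 25 °C, detection 60 min; Measured by: luminescent beta-gal fragment complementation, chemiluminescent substrate; Read-out: APJ–arrestin association signal; Controls: DMSO vs Apelin-13 10 nM.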
The depositor's hits bear a star; · = not tested or not shown.

#	Structure	tim23-1 inh	TIM10 inh	UPR XBP1 act	GRIN3A LBD mod	NALP3 yeast inh
1	CC1CC(C)(C)NC(=S)N1CCCC(=O)Nc1ccc(Br)cc1 (stereo not drawn)	-4	-18	-3	-1	-10
2	Cc1c(C(N)=O)sc2ncn(CC(=O)N(C)C3CCCCC3)c(=O)c12	-3	8	-7	-2	3
3	O=C(c1cccnc1)N1CCN(C(=O)c2cccc(Cl)c2)CC1	3	4	-3	-1	17
4	Cc1ccc(C(=O)NC2CCCc3c2cnn3-c2ccc(F)cc2F)cn1 (stereo not drawn)	13	5	-2	·	11
5	O=C(/C=C/c1ccccc1)Nc1nnc(SCC(=O)c2ccc3ccccc3c2)s1	-2	14	3	3	-9
6	OC(Cn1cccn1)c1ccccc1 (stereo not drawn)	4	-3	1	1	6
7	Cc1nnc(SCC(=O)N2CCN(S(=O)(=O)c3ccccc3)CC2)s1	-1	-6	-3	-3	11
8	Cc1ccc(C(=O)COC(=O)C(C)N2C(=O)C3C4CCC(C4)C3C2=O)cc1 (stereo not drawn)	1	-29	-2	-2	8

#	Mdm2-MdmX inh	UPR CHOP act	tim10-1 inh	APJ agonist
1	-15	0.2	13	-2
2	12	0.9	-21	-2
3	16	1.5	-5	1
4	14	5.5	13	0
5	70*	3.3	12	-2
6	15	-1.5	8	-2
7	7	-0.7	13	-2
8	7	0.3	-16	1

The results go on:
#	Structure	tim23-1 inh	TIM10 inh	UPR XBP1 act	GRIN3A LBD mod	NALP3 yeast inh
9	O=c1[nH]c2ccccc2c(O)c1-c1ccccc1[N+](=O)[O-]	5	-3	0	-1	7
10	C=CC[C@@H](CC(=O)OC(C)(C)C)C(=O)OC[C@@H]1CCCN1C(=O)[C@@H](CC=C)CC(=O)N[C@@H](CO)Cc1ccccc1	22	4	-3	-3	18
11	CC(=O)/C(C#N)=C1\NC(=O)C(Cc2ccc(C)c(C)c2)S1 (stereo not drawn)	-4	6	1	-9	-9
12	CC1(C)CC(=O)C=C(Nc2ccc(C(=O)O)cc2)C1	6	5	0	3	2
13	CCCC(C)C(=O)OCC(=O)Nc1c(Br)cc(C)cc1Br (stereo not drawn)	-3	-27	-1	6	-5
14	COc1cc(C2C(C#N)=C(N)Oc3cc(N(C)C)ccc32)cc2c1OCO2 (stereo not drawn)	39	25	25	-9	19
15	Nn1c(SCC(=O)NCCc2ccc(S(N)(=O)=O)cc2)nnc1C1CCCCC1	-2	1	2	3	14
16	Cc1ccn2cc(CSc3ccccc3N)nc2c1	-15	-7	-2	-3	19

#	Mdm2-MdmX inh	UPR CHOP act	tim10-1 inh	APJ agonist
9	24	1.0	-7	-1
10	17	2.2	-4	-2
11	84*	2.3	5	-2
12	16	-0.3	3	3
13	14	1.1	1	-3
14	78*	1.5	-4	-1
15	13	0.3	-13	-3
16	-84	2.0	23	-4

Next records
#	Structure	tim23-1 inh	TIM10 inh	UPR XBP1 act	GRIN3A LBD mod	NALP3 yeast inh
17	CCOC(=O)c1c(N)sc(C(=O)N2CCCC(C(N)=O)C2)c1C (stereo not drawn)	6	-7	-2	0	-1
18	O=C1CCn2nc(-c3ccc(Cl)cc3)cc2N1	11	4	6	-1	3
19	Cc1cc(NC(=O)COC(=O)c2cc3c(s2)CCC(C)C3)no1 (stereo not drawn)	18	24	-3	-1	8
20	CC(=O)c1ccc(NC(=O)COC(=O)CCc2ccc(S(=O)(=O)N3CCOCC3)cc2)cc1	-3	-14	-3	-1	-5
21	Cc1ccc(C(=O)OCC(=O)Nc2ncc(Cl)cc2Cl)cc1NC(=O)c1ccco1	-2	7	-3	0	4
22	Cc1cccc(C)c1NC(=S)N1CCC(N(C)CC2CCCO2)CC1 (stereo not drawn)	11	15	4	0	3
23	O=C(COC(=O)c1ccc(Br)c(S(=O)(=O)N2CCOCC2)c1)NC1CC1	0	1	1	2	7
24	COCCN(C(=O)Cc1cccs1)C(C(=O)NCc1ccc(OC)cc1)c1ccc(OC)cc1 (stereo not drawn)	34	30	-4	-2	3

#	Mdm2-MdmX inh	UPR CHOP act	tim10-1 inh	APJ agonist
17	21	-0.7	15	2
18	-8	3.7	0	-2
19	-5	-1.4	19	-1
20	18	0.8	2	-1
21	7	1.0	16	-3
22	-7	0.2	-9	-4
23	7	1.1	1	-5
24	-4	-2.3	32	-2

Following part.
#	Structure	tim23-1 inh	TIM10 inh	UPR XBP1 act	GRIN3A LBD mod	NALP3 yeast inh
25	CC1C(=O)N2CCCc3cc(NC(=O)C(=O)NCCc4ccccc4)cc1c32 (stereo not drawn)	16	15	-2	-2	21
26	Cc1ccc(S(=O)(=O)CC(=O)N2CCN(c3ccc(F)cc3)CC2)cc1	6	11	-3	0	3
27	CC(=O)N=c1c(C#N)cc2c(=O)n3cccc(C)c3nc2n1Cc1ccco1	26	12	-3	2	19
28	CCN(c1ccccc1)S(=O)(=O)c1ccc2[nH]cc(C(=O)N3CCOCC3)c(=O)c2c1	-1	0	-3	0	13
29	Cc1cc(C)c(C)c(S(=O)(=O)Nc2ccc(C(=O)N3CCCC3)cc2)c1C	21	21	-8	1	21
30	COc1ccc(CC(=O)Nc2ccc(C(=O)NC(C)(C)C)cc2)cc1	15	5	-1	-3	4
31	O=S(=O)(NCCC1=CCCCC1)c1ccccc1Cl	39	12	1	2	23
32	CC1(C)NC(=O)N(CC(O)CN2CCOCC2)C1=O (stereo not drawn)	-1	-9	1	1	1

#	Mdm2-MdmX inh	UPR CHOP act	tim10-1 inh	APJ agonist
25	23	-0.4	30	-2
26	12	1.1	6	3
27	4	4.9	22	-1
28	22	-2.3	-6	-2
29	8	1.0	11	7
30	-12	4.2	17	0
31	-12	1.1	21	0
32	-17	-0.1	7	-2

Compounds listed so far that contain an aryl thioether with sulfur outside any ring (four):
#	Structure	tim23-1 inh	TIM10 inh	UPR XBP1 act	GRIN3A LBD mod	NALP3 yeast inh
5	O=C(/C=C/c1ccccc1)Nc1nnc(SCC(=O)c2ccc3ccccc3c2)s1	-2	14	3	3	-9
7	Cc1nnc(SCC(=O)N2CCN(S(=O)(=O)c3ccccc3)CC2)s1	-1	-6	-3	-3	11
15	Nn1c(SCC(=O)NCCc2ccc(S(N)(=O)=O)cc2)nnc1C1CCCCC1	-2	1	2	3	14
16	Cc1ccn2cc(CSc3ccccc3N)nc2c1	-15	-7	-2	-3	19

#	Mdm2-MdmX inh	UPR CHOP act	tim10-1 inh	APJ agonist
5	70*	3.3	12	-2
7	7	-0.7	13	-2
15	13	0.3	-13	-3
16	-84	2.0	23	-4

Next part.
#	Structure	tim23-1 inh	TIM10 inh	UPR XBP1 act	GRIN3A LBD mod	NALP3 yeast inh
33	CCC1CCCCN1S(=O)(=O)c1ccc(NC(=O)C2CCN(C(=O)c3ccco3)CC2)cc1 (stereo not drawn)	15	-2	-2	0	5
34	O=C(c1cc(-c2ccco2)on1)N1CCN(C(c2ccccc2)c2ccccc2)CC1	30	67*	2	-2	16
35	CC(C)(CO)NC(=S)NCc1ccco1	16	5	1	0	27
36	Cc1ccc(S(=O)(=O)NCc2ccc(C(=O)N(C)CCC#N)cc2)cc1	4	-11	-2	-1	2
37	Nc1nnc(Cc2ccc(Cl)cc2Cl)s1	11	-25	-1	-1	15
38	Oc1ccc(/C=N/NC(=S)NCCN2CCOCC2)c(O)c1	0	2	-4	-2	26
39	O=C(Nc1nnc(-c2ccc(F)cc2)o1)c1ccco1	-5	4	0	0	9
40	COc1ccc(/C=C2/SC(=O)N(CCNC(=O)C3CCCN3C(=O)c3cccs3)C2=O)cc1 (stereo not drawn)	14	3	-4	-1	3

#	Mdm2-MdmX inh	UPR CHOP act	tim10-1 inh	APJ agonist
33	10	4.0	10	0
34	17	0.1	62*	-5
35	-16	0.7	-4	1
36	20	-4.8	-1	-4
37	5	1.8	11	2
38	-16	-1.0	-3	0
39	3	2.1	-17	0
40	-5	-1.3	14	0

Continued; it opens with the 2 that closed the last part.
#	Structure	tim23-1 inh	TIM10 inh	UPR XBP1 act	GRIN3A LBD mod	NALP3 yeast inh
39	O=C(Nc1nnc(-c2ccc(F)cc2)o1)c1ccco1	-5	4	0	0	9
40	COc1ccc(/C=C2/SC(=O)N(CCNC(=O)C3CCCN3C(=O)c3cccs3)C2=O)cc1 (stereo not drawn)	14	3	-4	-1	3
41	O=[N+]([O-])c1ccccc1/C=N/Nc1nc(N2CCCC2)nc(N2CCCC2)n1	19	10	-1	-2	19
42	O=C(CCN1C(=O)/C(=C/c2ccc(Cl)cc2)SC1=S)Nc1ccc(C(=O)O)cc1	7	5	1	0	-7
43	CCC1C(C#N)=C(N)OC2=C1C(=O)CC(C)(C)C2 (stereo not drawn)	24	9	-3	0	3
44	CC1CC(C(F)(F)F)n2ncc(C(=O)O)c2N1 (stereo not drawn)	1	-2	-3	-3	15
45	CCOC(=O)c1[nH]c(C)c(C(=O)N2CCN(c3ccccc3)CC2)c1C	36	16	-3	-1	3
46	CC1=C(CC(=O)c2ccc(Cl)cc2)C(=O)c2ccccc2C1=O	20	12	2	-5	21

#	Mdm2-MdmX inh	UPR CHOP act	tim10-1 inh	APJ agonist
39	3	2.1	-17	0
40	-5	-1.3	14	0
41	-3	-1.7	14	-1
42	6	4.6	-2	-3
43	3	0.7	12	0
44	28	-0.1	-16	4
45	-19	-0.4	22	-2
46	-3	3.2	23	-1

Screens: PubChem BioAssay, Sanford-Burnham Center for Chemical Genomics
